# Screening data from PubChem.
# CHRM5 agonist – agonists of human muscarinic M5 receptor (CHRM5). P08912. activation, % at 3 µM. hit rate 0.19% among 360,000. CHO-K1 hM5 cells, Fluo-8 calcium fluorescence; 0% DMSO wells, 100% maximal acetylcholine response;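 active = activation above the run's mean over test compounds plus 3 SD, cut at about 23% in these data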;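 note: signal is peak over basal fluorescence ratio across the kinetic read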
# TAAR1 ag – agonists of human TAAR1 | Q96RJ0 | CHO RD-HGA16 TAAR1, Fluo-8 calcium fluorescence; vehicle wells 0%, saturating PEA agonist 100% | activation, % at 3 µM | hit rate 0.99% among 360,000 | AID 624467;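 active = activation above the mean activation of all test compounds in the run plus 3 SD, cut at about 38% in these data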
# Target sequence (Q96RJ0 whole entry, looked up): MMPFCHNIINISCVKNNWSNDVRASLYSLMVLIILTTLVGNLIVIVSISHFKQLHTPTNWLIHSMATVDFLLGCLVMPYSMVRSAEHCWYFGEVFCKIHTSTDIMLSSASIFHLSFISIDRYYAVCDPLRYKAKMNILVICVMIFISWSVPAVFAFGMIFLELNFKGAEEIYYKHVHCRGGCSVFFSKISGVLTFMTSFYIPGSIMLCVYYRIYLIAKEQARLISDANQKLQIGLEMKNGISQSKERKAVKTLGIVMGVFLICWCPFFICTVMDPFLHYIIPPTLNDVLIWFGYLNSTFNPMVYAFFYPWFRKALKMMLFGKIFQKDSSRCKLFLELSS
#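 System: CHO-derived RD-HGA16 cells with stable Gα16 and human TAAR1 / Times: 17-24 h plating, Fluo-8 75 min 37 °C, 30 min RT / Technique: calcium-sensitive Fluo-8 signal, excitation 470-495, emission 515-575 nm / Measure: % activation relative to PEA EC100 response / Benchmarks: DMSO and PEA EC100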
# CHRM4 agonist – CHRM4 agonism in calcium assay. AID 624127. P08173. CHO-K1 hM4/Gqi5, Fluo-8 calcium fluorescence; vehicle 0%, full acetylcholine response 100%. activation, % at 3 µM. hit rate 0.14% among 360,000;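 active = activation above the run mean over all test wells plus 3 SD, cut at about 32% in these data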;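 note: peak over basal fluorescence ratio per well then scaled between controls; 0% = DMSO wells and 100% = acetylcholine at EC100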
# Target sequence (P08173 whole entry, looked up): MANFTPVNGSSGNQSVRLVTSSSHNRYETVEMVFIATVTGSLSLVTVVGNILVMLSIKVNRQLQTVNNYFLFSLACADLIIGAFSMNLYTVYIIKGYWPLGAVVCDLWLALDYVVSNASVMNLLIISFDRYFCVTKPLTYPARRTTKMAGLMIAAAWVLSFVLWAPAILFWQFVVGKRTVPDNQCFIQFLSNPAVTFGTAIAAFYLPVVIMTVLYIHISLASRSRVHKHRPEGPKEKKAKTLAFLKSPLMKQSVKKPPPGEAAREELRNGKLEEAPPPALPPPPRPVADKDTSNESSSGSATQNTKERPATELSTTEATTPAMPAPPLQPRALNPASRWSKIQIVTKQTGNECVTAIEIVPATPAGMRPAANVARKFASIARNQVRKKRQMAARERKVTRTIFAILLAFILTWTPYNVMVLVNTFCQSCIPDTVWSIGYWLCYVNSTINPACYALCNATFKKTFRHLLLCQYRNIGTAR
# M5 PAM – CHRM5 positive allosteric modulation; activation, % at 3 µM; AID 624038; hit rate 0.3% among 360,000; CHO-K1 hM5, Fluo-8 calcium, ACh EC20 PAM; 0% = ACh EC20, 100% = ACh EC100;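 active = activation above the run cutoff, the mean activation of all test compounds plus 3 SD, cut at about 18% in these data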
#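 Assay system: CHO-K1 hM5 cells / Incubation: Fluo-8 loading 80 min at 37 °C plus 30 min room temperature / Technique: Fluo-8 calcium dye fluorescence, kinetic read / Repeats: single replicate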
# CHRM1 antagonist – human CHRM1 antagonism; P11229; CHO-K1 hM1, Fluo-8 calcium fluorescence, ACh EC80 antagonist; inhibition, % at 3 µM; hit rate 1.3% among 360,000; AID 588852;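 active = percent inhibition above its own plate's cutoff, namely the mean of that plate's compound wells plus 3 SD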;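 note: peak over basal fluorescence ratio during 140 s after agonist addition; 0% = ACh EC80 plus DMSO and 100% = DMSO alone without agonist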
# M1 ag – activates human CHRM1 receptor. P11229. CHO-K1 hM1, Fluo-8 calcium fluorescence, agonist mode; 0% DMSO, 100% acetylcholine EC100. activation, % at 3 µM. hit rate 0.33% among 360,000;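 active = activation above the run's mean compound activation plus 3 SD, cut at about 16% in these data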;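 note: peak over basal fluorescence ratio within a 140 s kinetic read after compound addition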
# M4 antag – antagonists of human muscarinic M4 receptor (CHRM4) | P08173 | CHO-hM4 cells, ACh EC80, Fluo-8 calcium fluorescence | inhibition, % at 3 µM | hit rate 0.73% among 360,000 | AID 624125;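 active = inhibition above its plate's cutoff, the mean inhibition of sample wells plus 3 SD, cut at about 27% in these data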;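 note: 0% = acetylcholine EC80 with DMSO and 100% = DMSO without agonist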
# M5 antag – blocks acetylcholine activation of human M5 receptor. CHO-hM5 cells, Fluo-8 calcium fluorescence, ACh EC80. inhibition, % at 3 µM. hit rate 0.59% among 360,000. AID 624040;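 active = inhibition above a per-plate cutoff, the mean of that plate's test compounds plus 3 SD, cut at about 27% in these data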;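 note: 0% = acetylcholine EC80 with DMSO and 100% = DMSO without agonist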
# CHRM1 PAM – positive allosteric modulators of human M1 muscarinic receptor | CHO-K1 hM1, Fluo-8 calcium fluorescence, ACh EC20; 0% = ACh EC20, 100% = maximal ACh | hit rate 0.088% among 360,000 | AID 588819 | activation, % at 3 µM | P11229; in the data active = activation above about 19%, passing the limit was not always enough
# * hit, by the source's call; . = not tested or not shown. Only part of the results is shown; the hit share may differ from the screen's.
# Preview (two entries):
SMILES,CHRM5 agonist,TAAR1 ag,CHRM4 agonist,M5 PAM,CHRM1 antagonist,M1 ag,M4 antag,M5 antag,CHRM1 PAM
O=C(CCN1CCN(C/C=C/c2ccccc2)CC1)Nc1ccccc1Cl,-7,0,1,0,0,-8,2,8,-7
N#Cc1cc([N+](=O)[O-])ccc1NC(=O)COC(=O)c1cnccn1,2,1,0,-7,-3,-1,-12,14,3

# The list itself, previewed entries included:
SMILES,CHRM5 agonist,TAAR1 ag,CHRM4 agonist,M5 PAM,CHRM1 antagonist,M1 ag,M4 antag,M5 antag,CHRM1 PAM
O=C(CCN1CCN(C/C=C/c2ccccc2)CC1)Nc1ccccc1Cl,-7,0,1,0,0,-8,2,8,-7
N#Cc1cc([N+](=O)[O-])ccc1NC(=O)COC(=O)c1cnccn1,2,1,0,-7,-3,-1,-12,14,3
O=C(Cc1ccc(Cl)cc1)Nc1ccccc1CO,-3,0,1,0,-35,0,3,-2,13
COCCn1c(SCC(=O)Nc2cccc(NC(C)=O)c2)nc2c([nH]c3ccccc32)c1=O,-1,-1,2,-9,-2,-5,9,14,2
CC(C)(C)c1ccc(C(=O)Nc2cnccn2)cc1,-6,8,0,3,0,-14,1,-1,2
COCCN(CCOC)C(=O)COC(=O)c1ccc(Cl)c(S(=O)(=O)N(C)c2ccccc2)c1,-1,3,2,1,7,-13,-5,-5,1
CC(C)(CN1CCN(c2ccccc2)CC1)NS(=O)(=O)c1ccccc1,-2,0,4,-3,3,-4,31*,-2,1
Cc1sc(NC(=O)c2ccco2)c(CN2CCN(c3ccccn3)CC2)c1C,-4,.,1,-6,2,-7,-7,8,-4
CC(=O)Nc1cccc(OCCOc2cccc([N+](=O)[O-])c2)c1,3,4,9,2,-11,0,-6,3,2
Cc1cc(C)nc(N/N=C/c2ccc(N3CCOCC3)cc2)n1,-2,7,7,2,-5,-3,-8,10,8
CCC(=O)Oc1ccc2oc(=O)cc(C)c2c1,0,0,2,-3,-4,-3,-6,2,1
CCN1C[C@@H]2[C@@H]3C(=O)N(Cc4ccccc4)C(=O)[C@@H]3[C@](Cc3ccccc3)(C1=O)N2C(=O)c1ccc(C(C)(C)C)cc1,3,26,1,1,-3,-3,-10,0,1
CN(Cc1ccccc1)Cc1c[nH]c2ccccc12,-3,10,1,-1,-27,-3,-3,-2,6
c1ccc(-n2nnc3ccccc32)cc1,-2,1,-1,-19,-17,-7,81*,25,-8
Cc1ccc(C(=O)c2ccccc2C(=O)OCC(=O)N2CCCC2)cc1,-3,-1,1,6,-25,-6,-5,6,13
Nc1ncc(Br)cc1S(=O)(=O)NC1CCCCC1,-9,4,0,-5,-7,-6,-11,8,2
Cc1ccc(S(=O)(=O)NCC(=O)OCC(=O)NC(=O)NC2CCCC2)cc1,1,1,2,6,4,-5,2,8,-5
CCCCNC(=O)C(C#N)c1nc2ccccc2nc1N1CCN(Cc2ccc3c(c2)OCO3)CC1 (stereo unspecified),1,.,0,-3,-18,-4,-4,5,8
Cc1cccc(Oc2nccc(C(F)(F)F)c2C(=O)Nc2ccc(F)cc2F)c1,-5,5,0,-1,2,-8,-16,-3,-4
COc1c(C)cc(C(=O)C2CCCN(Cc3ccc(Oc4ncccn4)cc3)C2)cc1C (stereo unspecified),-13,2,7,-9,35*,-1,1,6,-19
CCC(C)NC(=O)CSc1nnc(-c2ccncc2)n1-c1ccc(OC)cc1 (stereo unspecified),0,10,0,4,6,-3,4,-6,-7
Cc1cc(C)c(S(=O)(=O)N2CCN(c3ccc([N+](=O)[O-])c(-n4nc(C)cc4C)c3)CC2)c(C)c1,1,6,1,2,6,-4,4,-7,-2
Cc1cc(NC(=O)COC(=O)C2CSC3(C)CCC(=O)N23)ccc1Br (stereo unspecified),4,14,14,-1,6,2,9,8,-7
Cc1ccc(S(=O)(=O)NCCSc2nnnn2C)cc1,-1,7,1,-6,3,-4,2,3,1
N#CCc1nc2ccc(S(=O)(=O)N3CCOCC3)cc2s1,9,6,5,-8,8,-2,4,16,-4
CNc1nnc(-c2ccc(C)cc2)c2ccccc12,-3,13,0,2,-11,-1,-10,-6,9
CC(C)(C)NC(=O)C(=O)NN=C1CCCCCCCCCCC1,-1,3,4,3,-12,-3,-3,-5,6
COc1cccc(CN2CCC2(C)C(=O)Nc2ccc(C)c(O)c2)c1F (stereo unspecified),-1,-3,6,-6,6,-1,-8,-1,-3
Cc1ccc(-c2nnc(SC(C)C(=O)NCC3CCCO3)nc2-c2ccc(C)cc2)cc1 (stereo unspecified),-3,-2,-2,-1,-23,-4,-11,1,13
N=C1/C(=C\c2ccc(OC(=O)c3ccco3)cc2)C(=O)N=C2SC(N3CCCCC3)=NN12,0,-3,-1,-5,-11,0,-23,-2,5
Cc1ccnc(NC(=O)CCCOc2ccccc2)c1,-1,6,0,1,3,-3,4,1,-1
Cc1c(/C=N/NC(=O)c2ccc3c(c2)OCO3)cnn1C,0,8,1,-2,2,1,2,-2,9
O=C(CSc1ccccc1)Nc1cccc(S(=O)(=O)N2CCCCC2)c1,2,1,6,-6,6,-4,7,-2,-6
O=C1NC2(CCCCC2)C(=O)N1CC(=O)N1CCc2ccccc21,1,0,-1,14,-11,2,-3,3,16
O=C(CCN1C(=O)c2ccccc2C1=O)N1CCN(C(=O)c2ccccc2)CC1,-5,0,1,2,-2,-5,3,6,3
CCc1ccccc1N1CC23C=CC(O2)C(C(=O)OC)C3C1=O (stereo unspecified),-1,1,2,0,-10,-3,-25,3,1
O=S1(=O)CC=C(CSc2nc3ccccc3[nH]2)C1,-5,6,0,-1,26*,-11,12,3,-19
CCn1c2c(c(=N)c3ccccc31)CCC2,-1,1,0,2,0,-6,7,5,1
O=C(C(Cl)c1ccccc1)N1CCOCC1 (stereo unspecified),-1,1,2,3,-6,-1,2,0,13
CCOC(=O)C1CCN(C(=O)c2cn(C)c(=O)c3cc(OC)c(OC)cc23)CC1,-6,2,1,-3,-2,-2,9,-7,6

# Pulled one by one from above, 2 records:
SMILES,CHRM5 agonist,TAAR1 ag,CHRM4 agonist,M5 PAM,CHRM1 antagonist,M1 ag,M4 antag,M5 antag,CHRM1 PAM
CCn1c2c(c(=N)c3ccccc31)CCC2,-1,1,0,2,0,-6,7,5,1
CCc1ccccc1N1CC23C=CC(O2)C(C(=O)OC)C3C1=O (stereo unspecified),-1,1,2,0,-10,-3,-25,3,1

# Continued.
SMILES,CHRM5 agonist,TAAR1 ag,CHRM4 agonist,M5 PAM,CHRM1 antagonist,M1 ag,M4 antag,M5 antag,CHRM1 PAM
N#Cc1ccccc1S(=O)(=O)N1CCN(S(=O)(=O)c2ccc(Br)c(C(=O)O)c2)CC1,-4,-1,0,-1,2,-4,3,7,0
NS(=O)(=O)c1ccc(N2N=C(c3ccccc3)CC2c2ccc(F)cc2)cc1 (stereo unspecified),-4,7,-1,-3,2,-4,14,0,0
O=C(O)/C=C/C(=O)Nc1ccc(Cl)cc1C(=O)c1ccccc1,-6,3,-1,0,1,-6,6,3,1
CCOC(=O)c1c(C)[nH]c(C(=O)OCCOc2ccc(Cl)cc2)c1C,-1,2,0,-4,-9,-9,6,-6,3
Nc1c(C(=O)N/N=C/c2ccc(Cl)cc2)cnn1-c1ccccc1,1,5,2,-2,-2,-4,3,4,-1
CCCCC1=CC2=CC(=O)C(C)(OC(=O)CC)C(=O)C2=CO1 (stereo unspecified),10,1,4,8,-1,9,3,6,16
COc1ccc(C(=O)Oc2cccc(Nc3ncnc4ccccc34)c2)cc1OC,6,12,13,-18,18,0,12,15,-14
Clc1ccccc1Nc1nc(NCc2cccs2)nc2ccsc12,1,8,6,-10,8,-4,12,9,-7
COCCCNC(=O)C1CCCCN1S(=O)(=O)c1ccc(F)cc1 (stereo unspecified),0,0,1,2,-10,1,-3,-7,14
O=C(Cc1c(F)cccc1Cl)OCC(=O)N1CCN(c2ccccc2)CC1,5,4,2,-1,7,-1,-2,6,-1
COc1cccc(C(=O)NN=C2CCCC2)c1,-3,1,3,-3,-3,-3,1,11,4
CC1CN(C(=O)CCC(=O)NCc2ccccn2)c2ccccc2O1 (stereo unspecified),2,2,2,-2,-6,-5,-10,4,11
CCC1CCCCN1C(=O)c1cc(COc2ccc(-n3cncn3)cc2)on1 (stereo unspecified),8,6,13,-11,5,4,-1,3,-5
COC(=O)c1ccc(C(=O)OC)c(NC(=O)c2cnc3n(c2=O)CCS3)c1,0,18,-1,4,-4,-3,-2,-3,8
Cc1ccc(N2CC(C(=O)N3CCC(c4nc5ccccc5[nH]4)CC3)CC2=O)cc1C (stereo unspecified),-4,-1,1,-1,8,-8,-8,-1,-11
COc1ccc(-c2csc(N(CC3CCCO3)C(=O)c3cccs3)n2)cc1 (stereo unspecified),-2,12,-1,1,-3,-5,-12,-10,-2
Cc1csc(NC(=O)CSc2nnc(C)n2Cc2ccco2)n1,0,1,1,1,-19,-1,-6,3,8
CCN(C[C@H]1N[C@@](CC)(C(=O)OC)[C@H]2C(=O)N(C)C(=O)[C@@H]12)S(=O)(=O)c1ccc(C)cc1,-1,2,0,3,-5,7,-12,-13,21
Cc1ccc(S(=O)(=O)/N=C2\C=C(Nc3cccc(C(=O)O)c3)C(=O)c3ccccc32)cc1,-3,1,2,4,4,-5,-6,7,8
CCOc1ccc(N=C2NC(=O)CS2)cc1,1,1,0,-1,-10,3,7,-3,5
Cc1ccc2[nH]c(=O)c(CN(Cc3cccs3)C(=S)NCC3CCCO3)cc2c1 (stereo unspecified),1,3,3,2,0,-5,-9,-10,5
O=C1c2ccccc2C(=O)N1CCOc1cccc(Br)c1,-2,0,2,6,-4,-4,-3,-4,7
CN(Cc1ccccc1)C(=O)COC(=O)C1CCN(S(=O)(=O)c2cccs2)CC1,3,9,10,-4,-3,-8,0,12,-2
CC1CCCCC1NC(=O)CCn1c(=O)sc2ccccc21 (stereo unspecified),-6,3,1,6,-8,-5,2,-5,9
CCOc1ccc(CCNC(=O)COC(=O)c2cc(=O)[nH]c3ccccc23)cc1OCC,3,4,2,-1,-1,-5,6,1,4
COc1ccccc1NC(=O)CC(NC1CCCCC1)C(=O)O (stereo unspecified),1,1,0,-1,0,-5,0,-1,6
CC(=O)/C(C(=N)N1CCN(C(c2ccccc2)c2ccccc2)CC1)=C(\C)O,-8,4,2,-20,99*,-5,91*,83*,-23
COc1ccc(CNC(=O)C2CCCN2C(=O)NCc2ccccc2)cc1 (stereo unspecified),2,5,0,4,-18,-2,-6,-7,6
COc1ccc(NC(=O)NC2(C(=O)N3CCCC(C)C3)CCCCC2)cc1 (stereo unspecified),-2,11,1,-1,2,-2,9,-2,5
CN(C)c1ccc(-c2ccnc3c2CC(C)(C(=O)Nc2cccc(Oc4ccccc4)c2)O3)cc1 (stereo unspecified),1,1,0,-3,-9,-1,-10,3,3
Cc1cc(-c2ccccc2)[nH]c(=O)c1S(=O)(=O)c1ccc(Cl)cc1,2,0,0,-3,-5,-1,5,4,3
O=c1[nH]c(=O)c2cc3ccccc3nc2[nH]1,2,2,1,5,-10,-2,-14,3,3
O=Cc1cccn1-c1ccc2ccccc2c1,-7,4,0,3,2,-6,-5,7,8
COc1cccc2c1nc(C)c1cc(C)oc12,-2,11,1,1,-12,-4,-7,-4,5
